Screens from PubChem BioAssay.
KCNH2 WT inh: KCNH2 (human, wildtype) channel inhibition. Q12809. U2OS, BacMam KCNH2, thallium flux FluxOr; stronger effect = lower value. activity change, % at 1.84 µM. 340,000 tested, 0.37% active;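 active means maximum activity change below -70%; inconclusive means maximum activity change between -70% and -50%; inactive means maximum activity change above -50%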; further: on the % scale 0 is the no-effect control and ±100 the full control effect
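U2OS cells were transduced with wild-type KCNH2 virus (2.03 x 10^8 / mL) for 4 h at room temperature, then cultured overnight at 37 C. Thallium flux was read with FluxOr dye. Rate constants were normalized to DMSO controls.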
AT treatment: candidate therapy for ataxia-telangiectasia; 320,000 tested, 0.19% active; Potency, µM (highest dose often 57.5 µM), for inactives: top-dose activation, usual class: activators; […] A-T fibroblasts, KAP-1 phosphorylation AlphaLISA; neocarzinostatin DNA damage 30 min before lysis; AID 485349; further: potency means the concentration at half of the fitted maximal effect; % of control where 0% means no effect; nearly all actives have a fitted effect of over 45% in size
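hTERT-immortalized A-T patient fibroblasts ([…]), 500 cells/well in OPTI-MEM, 1% FBS, got compounds for 60 min, then NCS for 30 min at 37C. Lysates were then assayed for phospho-KAP-1 by AlphaLISA (anti-pKAP1 donor, anti-KAP1 acceptor beads), 6 hr at 25C.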
CXXC DNA block: inhibitors of human MLL CXXC domain-DNA interaction; Q03164; MLL-CXXC / FITC-HOXA9 DNA fluorescence polarization; Potency, µM (top dose mostly 115 µM), inactives show at the highest dose activity change, negative = inhibition, usual class: inhibitors; 290,000 tested, 0.037% active; AID 2662; active means well fitted inhibition curve with a large enough effect in the polarisation, with a control signal flat, not every such curve was filed as active; inconclusive means small, poorly fitted or top-dose-only effect, or effect the other way, or a change in a side signal; inactive means no such curve, though single readings can be large or run the other way; the % refers to the polarisation; further: potency means the concentration at half of the fitted maximal effect
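Steps: dispense CXXC domain solution (7 uM) → pin compounds or unlabeled HOX-A9 DNA control → 5 min ambient → add FLSN-HOX-A9 solution (50 nM) → spin → 30 min ambient → fluorescence polarization. Tris pH 7.5/NaCl/DTT/BSA buffer.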
MBNL1 CUG block: blocks human MBNL1 binding to CUG repeat RNA; 280,000 tested, 0.036% active; TR-FRET MBNL1-His/biotin-(CUG)12 binding, 665/545 ratio; Q9NR56; Potency, µM (top dose mostly 57.5 µM), without a hit: at the highest dose activity change, negative = inhibition, hits mostly inhibitors; active means well fitted inhibition curve with a large enough effect in the signal ratio, with a control signal flat, not every such curve was filed as active; inconclusive means small, poorly fitted or top-dose-only effect, or effect the other way, or a change in a side signal; inactive means no such curve, though single readings can be large or run the other way; the % refers to the signal ratio; further: potency means the concentration at half of the fitted maximal effect; on the % scale 0 is the no-effect control and ±100 the full control effect
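Compound titration spanned 92 nM–58 uM against the MBNL1-His/biotin-(CUG)12 complex. After 60 min at room temperature with 5 nM streptavidin-XL665 and 0.055 ng/ul terbium anti-His, ratiometric 665/545 nm emission (Ex 340 nm) normalized to controls.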
Integrin act MD: activates integrin-mediated alleviation for muscular dystrophy; Potency, µM (top dose mostly 38.3 µM), without a hit: top-dose activation, hits mostly activators; 350,000 tested, 0.064% active; alpha7betagal myoblasts, beta-gal FDG fluorescence, 48 h;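 further: potency means the concentration at half of the fitted maximal effect; 100% = response of the positive control SU9516; nearly all actives have a fitted effect of over 60% in size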
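alpha7betagal+/- myoblasts (passage 13, 250/well) treated 48 h at 37C with compounds at 1:260 dilution of DMSO stock. Lysed, then beta-galactosidase activity read as FDG fluorescence (ex 480/em 540) after 30 min, with pre-read for autofluorescence.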
GALK inhibitor: inhibitors of human galactokinase; P51570; Purified GALK, Kinase-Glo residual ATP luminescence; Potency, µM (doses to about 57.5 µM), for the others: at the top dose activity change, negative = inhibition, usual class: inhibitors; 270,000 tested, 0.007% active; AID 1868; further: potency means the concentration at half of the fitted maximal effect; on the % scale 0 is the no-effect control and ±100 the full control effect
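ATP-depletion format; final 35 uM ATP, 100 uM D-galactose, 5 nM enzyme; pH 8.0 HEPES/Mg2+ buffer; 60 min RT; luminescence read 10 min after detection reagent.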
TRPV1 ag: agonists of human vanilloid receptor 1 (TRPV1); activation, % at 8.33 µM; AID 540275; TRPV1-expressing cells, Fluo-8 calcium influx, agonist mode; 320,000 tested, 0.19% active; Q8NER1; in the data active means activation above about 80%; inconclusive means between about 30% and that limit; further: 0% is about no effect
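TRPV1-expressing cells were cultured overnight at 35.5C and loaded with Fluo-8 calcium dye for 40 to 90 min at room temperature. After a 10 s baseline, compound was added and calcium influx was read kinetically for 3 min (ex 480/em 520 nm).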
KCNH2 3.1 inh: KCNH2 3.1 (human) potassium channel inhibition. activity change, % (tested at about 1.8 µM). U2OS KCNH2 3.1, thallium flux FluxOr; stronger effect = lower value. 340,000 tested, 0.95% active;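 active means maximum activity change below -70%; inconclusive means maximum activity change from -70% to -50%; inactive means maximum activity change above -50%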;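 further: thallium influx rate constant from kinetic fluorescence after stimulation buffer; on the % scale 0 is the no-effect control and ±100 the full control effect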
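U2OS cells transduced with KCNH2 3.1 mutant virus (1.77 x 10^8 /mL, 4 h), plated overnight at 37 C, loaded 45 min with FluxOr dye plus Red40 quencher. Thallium flux rate constant from kinetic reads after stimulation buffer, normalised to controls.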
FBPA coupling cs: inhibits coupling enzyme system, counter-screen for aldolase hits | coupling enzyme system counterscreen, AmpLite Red fluorescence | activity change, negative = inhibition, % at 58.2 µM, hits read low | 290,000 tested, 0.67% active; in the data active means activity change below about -30%; further: on the % scale 0 is the no-effect control and ±100 the full control effect
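Coupling enzymes only (glyceraldehyde-3-phosphate) + compound, at 57.5 uM final, 10 min RT; add substrate/coupling/AmpLite Red mix, 20 min RT; fluorescence ex 525/em 598 nm. Actives flag coupling-system interference.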
S-ASM inh: inhibitors of human secretory acid sphingomyelinase; P17405; placental ASM, HMU-PC fluorogenic substrate, 60 min; Potency, µM (series often up to 57.5 µM), without a hit: top-dose activity change, negative = inhibition, actives largely listed as inhibitors; 340,000 tested, 0.006% active; AID 504937; further: potency means the concentration at half of the fitted maximal effect
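HMU-PC0 cleavage (9 uM final) by human placental ASM, 60 min at 37 °C following 10 min compound exposure at RT; stopped at pH 10, fluorescence Ex 386/Em 447 nm.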
Starred values were filed as active, the others as inactive; ? = inconclusive; . = not tested or not shown; [ ] = dose if it differs, or a comment. Unless noted, the call rests on the fitted dose curve; in most records, active means well fitted curve in the direction sought with a large enough effect; inconclusive means small, poorly fitted or top-dose-only effect, or another doubt; inactive means no such curve, though single readings can be large; an effect the other way counts as inactive or inconclusive.

smiles | KCNH2 WT inh | AT treatment | CXXC DNA block | MBNL1 CUG block | Integrin act MD | GALK inhibitor | TRPV1 ag | KCNH2 3.1 inh | FBPA coupling cs | S-ASM inh
COc1ccc(-c2nc3ncccc3n2O)cc1 | 3 | -2% | 2% | 10% | 21% | -3% | -3 | -1 | 1 | -1%
Cc1ccc(-c2noc(-c3ccccc3C(=O)N3CCOCC3)n2)cc1 | -4 | 1% | 1% | 3% | 12%[7.66 µM] | -1% | 1 | -10 | 4 | -2%
CN(Cc1ccccc1)S(=O)(=O)c1cccc2nsnc12 | . | 2% | 0% | ? | -12% | -1% | 2 | 16 | 1 | -4%
Cc1ccc(P(=O)(CC(=O)O)c2ccc(C)cc2)cc1 | -8 | 3% | 6% | 1% | 0% | -2% | 0 | 2 | 3 | -2%
COC(=O)CCNC(=O)c1ccc2nc(Cc3ccc(OC)cc3)oc2c1 | 13 | . | . | . | 13% | . | . | -2 | . | -2%
COc1ccc(/C(O)=C/C(=O)C(=O)Nc2c(C)n(C)n(-c3ccccc3)c2=O)cc1 | -119* | 5% | 0% | 14% | 14% | 1% | 2 | 31 | 2 | -2%
Cn1nc(C(F)(F)F)c2cc(C(=O)NC3CC3)sc21 | -3 | -3% | 0% | 4% | -21% | 3% | -4 | 1 | -2 | 0%
O=C(CSCc1ccc([N+](=O)[O-])cc1)NCCSCc1ccccc1 | 11 | 3% | 13% | 0% | -20% | -2% | 27 | -8 | 2 | -4%
Cc1cc[n+](-c2[nH]c(=O)sc2/C=N/NC(=O)c2ccccc2[O-])cc1C | -4 | -2% | 9% | ? | 19% | 0% | 0 | 9 | 2 | -3%
CC1=[N+]([O-])C(C)(C)C(c2ccc(Br)cc2)=[N+]1[O-] | -11 | 1% | -9% | . | 4% | 1% | -3 | 16 | 9 | -1%
COc1ccc(NC(=O)CS(=O)CC(=O)N2CCN(C3CCCC3)CC2)cc1 (stereo not given) | 1 | 14% | -1% | -6% | 9% | 13% | 1 | 10 | 1 | 0%
c1coc(Cn2nnnc2CN2CCN(C3CCCCC3)CC2)c1 | 46 | 4% | -7% | -3% | -3% | 3% | -2 | -12 | 3 | 0%
O=C(C1CCC(Cn2c(=S)[nH]c3ccccc3c2=O)CC1)N1CCOCC1 (stereo not given) | 0 | 0% | 3% | -11% | -16% | 2% | 1 | 13 | 3 | 0%
CC(C)N(C(=O)Cn1c(Cl)nc2ccccc21)C(C)C | 1 | 1% | -1% | 5% | 9% | 3% | 4 | 22 | 2 | 2%
NS(=O)(=O)c1ccc(CNC(=O)c2cccc(Oc3ccccc3)c2)cc1 | 3 | 21% | -20% | -6% | 3% | . | -6 | 3 | 1 | -3%
CC1(C)NC(=O)N(CC(O)CN(c2ccccc2)S(=O)(=O)c2ccc([N+](=O)[O-])cc2)C1=O (stereo not given) | 1 | -3% | -6% | ? | 0% | 6% | -2 | -18 | 2 | -2%
COc1c(C(CC(C)C)OC(C)=O)ccc2c1C(=O)OCc1cc(C)cc(O)c1O2 (stereo not given) | -6 | 16% | 0% | -7% | -10% | -1% | -2 | -2 | -1 | -7%
O=[N+]([O-])c1cccc(-c2ccc(/C=N/NC(=S)Nc3ccccc3)o2)c1 | -7 | 12% | 7% | 20% | -20% | . | 0 | -4 | 2 | -14%
O=C(O)c1c(NC(=O)N2CCCC2)sc2c1CCCC2 | 0 | -18% | 8% | -1% | 2% | -2% | ? | 0 | -14 | -2%
CN1CCN(CC(=O)Nc2cc(N(C)C)nc3ccccc23)CC1 | 1 | -3% | -3% | -7% | -26% | -2% | 2 | 1 | 2 | .
Cc1cc2nnc(SCC(=O)N3C(C)CCCC3C)n2c(N)n1 (stereo not given) | 4 | -6% | 3% | ? | 15% | 0% | 1 | -5 | 0 | 5%
CCOC(=O)c1ccc(NC(=O)CSc2nnnn2C2CCCCC2)cc1 | 3 | . | -9% | -8% | -2% | -2% | 2 | 8 | 1 | -1%
CC1CCN(CCc2nc3cc(NS(=O)(=O)c4ccc(F)cc4)ccc3n2C)CC1 | -25 | -1% | 9% | -3% | -35% | -4% | 3 | -25 | 0 | 4%
CCCCCCN(C(=O)CCCCCN1C(=O)NC(c2ccccc2)C(C(=O)OCc2ccccc2)=C1C)C(C(=O)NCCCC)c1ccc(OCC(=O)OC)c(C(=O)OC)c1 (stereo not given) | . | 23% | -2% | 1% | . | -2% | 5 | . | 0 | .
Cc1cc(Cl)ccc1N=Cc1c(O)n(C)c(=O)n(C)c1=O | . | -19% | -6% | -8% | . | 8% | 0 | . | 6 | .

Complete entries, looked up by structure:
`COC(=O)CCNC(=O)c1ccc2nc(Cc3ccc(OC)cc3)oc2c1` is listed with KCNH2 WT inh: 13; AT treatment: .; CXXC DNA block: .; MBNL1 CUG block: .; Integrin act MD: 13%; GALK inhibitor: .; TRPV1 ag: .; KCNH2 3.1 inh: -2; FBPA coupling cs: .; S-ASM inh: -2%
`Cc1cc[n+](-c2[nH]c(=O)sc2/C=N/NC(=O)c2ccccc2[O-])cc1C` is listed with KCNH2 WT inh: -4; AT treatment: -2%; CXXC DNA block: 9%; MBNL1 CUG block: ?; Integrin act MD: 19%; GALK inhibitor: 0%; TRPV1 ag: 0; KCNH2 3.1 inh: 9; FBPA coupling cs: 2; S-ASM inh: -3%
`NS(=O)(=O)c1ccc(CNC(=O)c2cccc(Oc3ccccc3)c2)cc1` is listed with KCNH2 WT inh: 3; AT treatment: 21%; CXXC DNA block: -20%; MBNL1 CUG block: -6%; Integrin act MD: 3%; GALK inhibitor: .; TRPV1 ag: -6; KCNH2 3.1 inh: 3; FBPA coupling cs: 1; S-ASM inh: -3%

The list goes on:
smiles | KCNH2 WT inh | AT treatment | CXXC DNA block | MBNL1 CUG block | Integrin act MD | GALK inhibitor | TRPV1 ag | KCNH2 3.1 inh | FBPA coupling cs | S-ASM inh
CC(C)c1nc(SCC(=O)Nc2ccc(N3CCOCC3)cc2)c2ccccc2n1 | 0 | . | -2% | 16% | -54%[inhibitor] | -1% | 3 | -10 | 0 | -3%
COC(=O)c1nc2cc3c(cc2c(C)c1C(=O)OC)OCO3 | -6 | ? | 3% | -1% | 9% | 1% | 1 | -3 | 4 | 1%
COc1cccc(NS(=O)(=O)NC(=O)c2cn(C)c3ccccc23)c1 | -12 | -1% | -4% | -6% | -6% | 5% | -2 | 0 | 2 | -1%
COc1cccc(CNC(=O)c2ccc(NC3=NC4CS(=O)(=O)CC4S3)cc2)c1 (stereo not given) | -1 | 6% | -10% | -1% | -9% | -2% | 1 | 8 | . | 5%
Cc1ccc(CN2CCN(Cc3cn(C(C)C)c4ccccc34)CC2CCO)o1 (stereo not given) | -1 | 16% | -1% | -21% | -42% | 6% | -4 | -13 | 7 | 0%
O=C(NNC(=O)c1csc(N2CCOCC2)n1)c1ccc(=O)[nH]c1 | 15 | 2% | . | . | -3% | . | 1 | 0 | . | -1%
CC1(C)CC(=O)C2=C(C1)NCN(CCCN1CCOCC1)C2 | -2 | -1% | 2% | 5% | -6% | -4% | -1 | 0 | 1 | 5%
Cc1ccc(-c2cn3cccnc3n2)cc1NC(=O)c1cccs1 | -2 | -1% | -12% | ? | -40% | -2% | 1 | -10 | 1 | 383%[activator]
O=C(Nc1ccc(Cl)cc1)N1CCSC1=NCc1ccccc1 | -7 | -7% | -16% | -11% | -24% | 4% | 0 | -11 | 3 | 4%
O=C(CCc1nc(-c2ccccc2F)no1)NC1CCCCC1 | -7 | -3% | -6% | -8% | 3% | 0% | 8 | -18 | 3 | 3%
CC(=O)C1=C(O)C(=O)N(c2ccc(Br)cc2)C1c1ccccc1[N+](=O)[O-] (stereo not given) | -2 | 0% | -17% | ? | 3% | -2% | 3 | 21 | 19 | 6%
CC(C)(C)c1ccc(C(=O)NC(=S)N2CCOCC2)cc1 | -2 | 3% | 0% | 0% | -13% | -3% | ? | 23 | . | 3%
CCc1ccc(NC(=O)C2CC=CCC2C(=O)O)cc1 (stereo not given) | -5 | 0% | -15% | 0% | 1% | -3% | -3 | -3 | 4 | -2%
O=C(Nc1c(C(=O)N2CCOCC2)cnn1-c1ccccc1)c1cccc(F)c1 | 5 | 2% | 1% | -7% | 1% | -8% | -2 | 2 | . | -2%
COC(=O)[C@H](CC(C)C)NC(=O)N1CCC(C)CC1 | 4 | -3% | 15% | . | 0% | -2% | 8 | 0 | 0 | 10%
